Mtb FBA inh = inhibitors of M. tuberculosis fructose-bisphosphate aldolase | P9WQA3 | purified M. tuberculosis FBA, fluorescence read-out | inhibition, % at 1 µM | 360,000 tested, 2.3% active; in the data active = inhibition above about 27%;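 also: 0% = vehicle and 100% = reference inhibitor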
UGM FP inh = inhibitors of M. tuberculosis UDP-galactopyranose mutase; inhibition, % at 10 µM; P9WIQ1; purified UGM, fluorescence polarization probe displacement; 320,000 tested, 0.06% active; in the data active = inhibition above about 10%, passing the limit was not always enough
Target sequence (P9WIQ1 whole entry, looked up): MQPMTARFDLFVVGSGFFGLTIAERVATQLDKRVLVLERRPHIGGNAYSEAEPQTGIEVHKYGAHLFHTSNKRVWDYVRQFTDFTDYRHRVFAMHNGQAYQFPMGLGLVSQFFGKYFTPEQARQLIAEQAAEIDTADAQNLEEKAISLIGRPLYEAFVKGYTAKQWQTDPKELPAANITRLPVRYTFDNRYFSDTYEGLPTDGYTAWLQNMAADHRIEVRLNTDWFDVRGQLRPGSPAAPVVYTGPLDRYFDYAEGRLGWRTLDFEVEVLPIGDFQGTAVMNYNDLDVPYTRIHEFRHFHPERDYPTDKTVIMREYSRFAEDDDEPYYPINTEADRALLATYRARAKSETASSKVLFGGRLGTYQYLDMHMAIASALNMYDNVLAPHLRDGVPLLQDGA
Rv3671c protease = Rv3671c (M. tuberculosis) protease inhibition; AID 2606; P9WHR9; 320,000 tested, 0.048% active; inhibition, % at 5.96 µM; in the data active = inhibition above about 38%;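 also: extracellular domain of Rv3671c used as enzyme; 0% = enzyme with DMSO and 100% = no enzyme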
Target sequence (P9WHR9 whole entry, looked up, the tested form may be a part): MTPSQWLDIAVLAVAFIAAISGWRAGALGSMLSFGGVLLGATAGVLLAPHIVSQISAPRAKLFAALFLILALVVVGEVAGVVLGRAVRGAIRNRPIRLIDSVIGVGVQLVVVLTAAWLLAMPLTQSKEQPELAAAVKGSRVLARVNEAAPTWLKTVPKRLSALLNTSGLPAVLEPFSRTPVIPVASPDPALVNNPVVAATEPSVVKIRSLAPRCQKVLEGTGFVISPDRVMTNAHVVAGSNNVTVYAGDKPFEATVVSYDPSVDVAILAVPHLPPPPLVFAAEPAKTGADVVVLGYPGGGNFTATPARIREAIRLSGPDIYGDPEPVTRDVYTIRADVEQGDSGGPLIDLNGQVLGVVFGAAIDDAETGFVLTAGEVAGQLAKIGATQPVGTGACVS
VHR inh abs = DUSP3 (human) phosphatase inhibition. AID 1654. recombinant VHR phosphatase, pNPP absorbance. inhibition, % at 13.3 µM. 290,000 tested, 0.52% active; in the data active = inhibition above about 50%; also: some compounds called inactive have numbers as strong as hits
PriA SSB inh = inhibitors of Klebsiella pneumoniae PriA binding to SSB C-terminal tail; AlphaScreen SSBct-PriA binding, biotinylated peptide; inhibition, % at 33 µM; 430,000 tested, 0.6% active; in the data active = inhibition mostly above about 37%, no sharp cut-off; inactive = mostly below about 20%;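 also: plate controls were negative control peptide for no effect and reference peptide for full effect; strong numbers were not always called active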
SARS 3CLpro inh = SARS-CoV 3CLpro protease inhibition. inhibition, % at 6 µM. recombinant SARS-CoV 3CLpro, quenched FRET peptide cleavage. P0C6X7. 290,000 tested, 0.14% active. AID 1706; in the data active = inhibition above about 12%
Mtb BioA inh = inhibitors of Mycobacterium tuberculosis BioA enzyme. purified M. tuberculosis BioA enzyme, plate reader. inhibition, % at 9.99 µM. 360,000 tested, 0.096% active; in the data active = inhibition above about 40%
MazEF act = MazEF (E. coli) toxin RNase activation | 350,000 tested, 0.32% active | activation, % at 20 µM | P0AE70 | FAM/BHQ RNA-DNA oligo cleavage fluorescence, 5 h | AID 504720; in the data active = activation above about 50%
Target sequence (P0AE70 whole entry, looked up): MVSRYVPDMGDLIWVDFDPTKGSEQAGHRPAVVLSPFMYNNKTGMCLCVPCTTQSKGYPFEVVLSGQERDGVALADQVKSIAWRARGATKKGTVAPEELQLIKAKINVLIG
BH1578 lux ind = induces V. cholerae light production without autoinducers. activation, % at 18.7 µM. V. cholerae BH1578 lux reporter, luminescence, 6 h. AID 588436. 350,000 tested, 0.16% active; in the data active = activation mostly above about 9.7%, no sharp cut-off; also: not every result past the cut was called active; inactives centre near 0; reference of the scale not given here
GDH-TPI counter = inhibits GDH-TPI coupling enzymes, artifact for Mtb FBA screen | inhibition, % at 4.8 µM | AID 588335 | GDH-TPI coupled enzyme counterscreen, NADH absorbance | 360,000 tested, 1.2% active; in the data active = inhibition above about 30%;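 also: 0% = DMSO wells and 100% = wells lacking the enzyme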
Active calls of the source: *; i = inactive; · = no result given; & = joins results of further samples.

compound,MazEF act,Mtb BioA inh,Mtb FBA inh,VHR inh abs,PriA SSB inh,SARS 3CLpro inh,UGM FP inh,Rv3671c protease,BH1578 lux ind,GDH-TPI counter
O=C(CSCc1c(Cl)cccc1Cl)Nc1nccs1,0,-0.4,0,-4,1,-2,-1.0,-6,·,0
O=c1[nH][nH]c2c(N=Cc3ccccc3O)ccc(F)c12,-25,0.5,-3,52*,11,1,·,·,i,-2
Cc1ccc(S(=O)(=O)NC(=NC(Cc2ccccc2)C(=O)O)c2ccccc2)cc1 (configuration not stated),-8,-3.9,0,1,-8,2,0.3,-8,-0.4,2
O=C(/C=C/c1ccccc1Cl)c1cccnc1,7,1.3,-2,37,-7,11,-0.6,0,i,17
CSCC(=O)NCC1(N(C)Cc2ccccc2)Cc2ccccc2C1,-4,1.3,0,-11,7,1,-3.3,8,-0.3,-3
COc1ccc(N2CC(C(=O)NCCC3=CCCCC3)CC2=O)cc1 (configuration not stated),-5,1.0,4,25,-10,1,0.2,-4,i,0
CCN(C(=O)CSc1nc2ccc(OC)cc2[nH]1)C1CCS(=O)(=O)C1 (configuration not stated),2,1.1,-1,·,-5,·,5.5,-1,i,-1
CC(C)Cc1nnc(NC(=O)CSc2nc(=O)cc(N)n2-c2ccccc2)s1,15,-1.0,0,6,-4,0,-4.7,9,0.4,-2
CCOc1ccc(NC(=O)CCNS(=O)(=O)c2ccc3c(c2)oc(=O)n3C)cc1,9,-0.8,-2,8,2,-1,-2.2,-3,1.8,-9
Cc1cc(C)c(C(=O)N(C)C2CCCN(Cc3ccccc3F)C2)o1 (configuration not stated),0,-0.1,-1,12,-12,4,1.8,-4,i,6
CCN1CCN(C(=O)c2cc3cc4cc(OC)ccc4nc3s2)CC1,9,4.4,11,7,-5,1,2.4,0,0.5,9
Cc1cc(=O)n2nc(N3CCCC3C(=O)NCCCN3CCCCC3)sc2n1 (configuration not stated),6,-3.3,-1,14,-13,-6,-2.7,2,·,9
O=[N+]([O-])c1ccc(S(=O)(=O)N2CCN=C2SCc2ccc(F)cc2)cc1,-19,-2.0,-4,15,-5,-3,2.1,12,i,5
COc1ccc(CCNC(=O)c2ccc(CN3CCOCC3)cc2)cc1,5,11,2,32,-8,2,3.2,1,i,2
Cc1ccc(NS(=O)(=O)c2ccc(C(=O)N3CCN(c4ccccn4)CC3)cc2)cc1,7,0.6,0,9,-3,11,-0.1,-1,-5.0,0
COc1c2ccoc2c(OC[C@@H](OC(C)=O)C(C)(C)O)c2oc(=O)ccc12,-7,-1.0,6,·,-3,·,0.4,-8,0.0,11
O=C(NN=C1CCCC1)c1ccccc1OCCOc1ccccc1,-1,·,-2,15,0,1,2.9,7,i,-6
COc1ccc(OC)c(/C=N/NC(=O)c2cc3c(OC)cc(OC)cc3[nH]2)c1,6,·,11,-10,i,-2,2.2,27,-0.5,22
Cc1ccc2nc(N3CCN(c4cccc(C)c4C)CC3)c3nnnn3c2c1,-1,·,-1,-4,-13,3,-0.8,-8,i,0
Cc1ccccc1NS(=O)(=O)c1nnc(NC(=O)C(C)C)s1,13,-1.6,-2,-12,5,2,3.0,-10,i,8
CC1(C)NC(C)(C)C(O)(C(N)=O)C1=O (configuration not stated),1,-1.7,1,14,1,2,-7.3,-3,-0.3,5
COC(=O)C1=C(C)N(c2ccc(C)cc2)/C(=C/c2ccc(O)cc2)C1=O,5,·,-11,10,-1,-1,1.0,-5,-0.6,28
CCN(CC)C(=O)C1CCN(S(=O)(=O)c2c(C)noc2/C=C/c2cccc(C)c2)CC1,16,-1.7,-1,9,-5,6,1.2,-6,-0.4,21
Cc1ccc(C)c(S(=O)(=O)N(C)c2ccc(OC(=O)C3CCN(C(=O)c4ccc(F)cc4)CC3)cc2)c1,-8,-2.1,3,·,-6,·,·,·,-0.8,-3
CCc1ccc(OCC(=O)Nc2cccc3nsnc23)cc1,-8,·,14,4,-34,-4,1.5,1,-0.3,10
Clc1ccc(-n2nnnc2Sc2ncnc3sccc23)cc1,2,-2.2,6,·,-19,5,0.3,-10,i,15
COc1ccc2sc(-c3ccccc3OC)c(-c3ccc(OCCN4CCOCC4)cc3)c2c1,15,-0.7,-2,·,-3,·,·,·,-6.2,12
Cn1c(=O)c2c(-c3ccc(OC(F)F)cc3)cc(-c3ccccc3)nc2n(C)c1=O,-1,·,·,11,-4,-1,-1.0,4,·,·
COc1ccc(-c2c(C)nc3c(-c4ccsc4)cnn3c2N)cc1,6,-1.0,-1,·,-5,-1,0.8,-2,-0.9,19
C=CCSc1nc(N)c(NC(=O)c2ccco2)c(=O)[nH]1,5,-1.8,0,·,2&5,·,2.3,-1,0.1,8
CCCNC(=O)NC(=O)CSc1nc2ccccc2n1CC(C)C,-4,0.2,-3,12,-12,2,-2.2,7,6.7,-6
Cc1cc(CSc2ccccc2)ccc1NC(=O)COc1ccccc1C,11,-0.7,-4,-34,-3,-1,3.8,1,i,5
O=C(NCc1ccc2c(c1)OCO2)C(=O)NCC(c1ccco1)N1CCN(c2ccccc2)CC1 (configuration not stated),11,·,-2,30,-11,0,-1.8,10,-2.1,-1
CC1CC(=O)Nc2ccccc2N1C(=O)COc1ccc2ccccc2c1 (configuration not stated),4,-1.4,2,·,-8,·,0.9,5,-8.3,14
CCCCn1c(Nc2ccccc2)nc2ccccc21,-6,-0.1,-2,10,-4,-1,1.2,-2,-1.3,8
O=C(CNc1cccc(Br)c1)Nc1ccc(S(=O)(=O)N2CCCCC2)cc1,-9,-0.5,-1,·,·,·,·,·,-0.5,1
COC(=O)c1[nH]c2cc(OC)c(OC)cc2c1/C=N/Nc1ccccc1,11,·,19,24,·,-5,-1.5,14,-0.5,18
COc1cc(-c2[nH]ncc2CN2CCc3sccc3C2)cc(OC)c1OC,5,3.4,3,23,2,4,0.2,3,-4.8,-1
COCC1CCN(Cc2nc(-c3ccc(OC)cc3)no2)CC1,5,·,-1,0,0,-2,1.5,3,-0.3,2
CCN(CC)CCN(C(=O)c1ccc2c(c1)OCCO2)c1nc2ccc(C)cc2s1,12,0.2,1,-9,10,3,-1.2,-4,i,4

Looked up above:
`COC(=O)C1=C(C)N(c2ccc(C)cc2)/C(=C/c2ccc(O)cc2)C1=O` | MazEF act = 5
`Clc1ccc(-n2nnnc2Sc2ncnc3sccc23)cc1` | Rv3671c protease = -10

The list goes on:
compound,MazEF act,Mtb BioA inh,Mtb FBA inh,VHR inh abs,PriA SSB inh,SARS 3CLpro inh,UGM FP inh,Rv3671c protease,BH1578 lux ind,GDH-TPI counter
CCOc1ccccc1NC(=S)C(=C([O-])c1ccc2c(c1)OCCO2)[n+]1ccc(CC)cc1,-17,0.2,1,·,·,·,·,·,-0.4,26
CC(=O)Oc1ccc(-c2csnn2)cc1,-6,0.5,1,10,-9,-6,-1.0,-6,-1.1,5
O=C(Nc1ccccc1)C1=C[C@@H](C2CCCCC2)C[C@@H](OCCCCO)O1,-1,-5.9,3,7,-7,4,-1.4,2,i,9
O=C(N/N=C/c1ccc([N+](=O)[O-])o1)c1ccccc1-n1cccc1,6,-0.8,3,34,·,0,-0.4,6,i,17
Cc1ncoc1C(=O)Nc1nccs1,-6,-3.8,-1,12,-8,8,0.3,0,-0.2,-3
COc1ccc(N=Cc2c(O)n(CC3CCCO3)c(=O)[nH]c2=O)cc1 (configuration not stated),4,·,-1,14,-3,-1,-0.9,-4,i,24
CCNC(=S)N/N=C/c1ccc(C(=O)O)cc1,2,·,-2,20,·,2,0.6,-11,-1.4,22
CCOc1ccc(S(=O)(=O)Nc2cccc(-c3ccc(N4CCCCCC4)nn3)c2)cc1,5,-0.5,-1,-9,-12,2,1.6,-39,i,4
COc1cc(/C=C/C(=O)OCC(=O)NC(C)c2ccccc2)cc(OC)c1OC (configuration not stated),5,4.1,8,·,-13,·,-1.1,1,-3.2,-2
CC(NC(=O)CN1CCN(S(=O)(=O)c2ccc(Br)cc2)CC1)c1ccccc1 (configuration not stated),-2,0.6,-3,·,4,·,0.4,-3,i,2
CCC(C)n1c(-c2cccc(S(=O)(=O)N(CC)CC)c2)n[nH]c1=S (configuration not stated),1,·,-1,3,-9,1,2.2,-8,-0.3,-1
Cc1cccc(C(=O)NCC(=O)OCCOc2ccccc2Cl)c1,4,0.0,4,·,-11,·,0.8,0,-1.5,10
CCOc1ccccc1CN1C(=O)c2ccccc2C1C(=O)NCC1CCCO1 (configuration not stated),-6,1.2,1,-1,-1,0,0.6,2,-0.8,-3

Entries of single compounds, quoted from the list.
Cc1ncoc1C(=O)Nc1nccs1 is listed as MazEF act = -6; Mtb BioA inh = -3.8; Mtb FBA inh = -1; VHR inh abs = 12; PriA SSB inh = -8; SARS 3CLpro inh = 8; UGM FP inh = 0.3; Rv3671c protease = 0; BH1578 lux ind = -0.2; GDH-TPI counter = -3
CCOc1ccccc1CN1C(=O)c2ccccc2C1C(=O)NCC1CCCO1 (configuration not stated) is listed as MazEF act = -6; Mtb BioA inh = 1.2; Mtb FBA inh = 1; VHR inh abs = -1; PriA SSB inh = -1; SARS 3CLpro inh = 0; UGM FP inh = 0.6; Rv3671c protease = 2; BH1578 lux ind = -0.8; GDH-TPI counter = -3

Retrieved by structure from above (three):
compound,MazEF act,Mtb BioA inh,Mtb FBA inh,VHR inh abs,PriA SSB inh,SARS 3CLpro inh,UGM FP inh,Rv3671c protease,BH1578 lux ind,GDH-TPI counter
CC(=O)Oc1ccc(-c2csnn2)cc1,-6,0.5,1,10,-9,-6,-1.0,-6,-1.1,5
CCC(C)n1c(-c2cccc(S(=O)(=O)N(CC)CC)c2)n[nH]c1=S (configuration not stated),1,·,-1,3,-9,1,2.2,-8,-0.3,-1
O=C(N/N=C/c1ccc([N+](=O)[O-])o1)c1ccccc1-n1cccc1,6,-0.8,3,34,·,0,-0.4,6,i,17

Screening data as filed in PubChem.

The list is partial; rates above refer to the full screens.
